Screening results deposited in PubChem by several laboratories.
PP1 inh – PP1-alpha phosphatase inhibitors, primary screen, counter-screen for PP5 inhibitor project, biochemical, fluorescence, OMFP substrate, single point; Serine/threonine-protein phosphatase PP1-alpha catalytic subunit (Homo sapiens), P62136; purified PP1alpha; inhibition, % at 6.7 µM; 320,000 compounds, 0.9% hits; AID 2235, 2010;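 active = inhibition above the mean inhibition of all tested compounds plus 3 SD, computed separately for each screening campaign, cut at about 15% in these data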
Target sequence (P62136 whole entry, looked up): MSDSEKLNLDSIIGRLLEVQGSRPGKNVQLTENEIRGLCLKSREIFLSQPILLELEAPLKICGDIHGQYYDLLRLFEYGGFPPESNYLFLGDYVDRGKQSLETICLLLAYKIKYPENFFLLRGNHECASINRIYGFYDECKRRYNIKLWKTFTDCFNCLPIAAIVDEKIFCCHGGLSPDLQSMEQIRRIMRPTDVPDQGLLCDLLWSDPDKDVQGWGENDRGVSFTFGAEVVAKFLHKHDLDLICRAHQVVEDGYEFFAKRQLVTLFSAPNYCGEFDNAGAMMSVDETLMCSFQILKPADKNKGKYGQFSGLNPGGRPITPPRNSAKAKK
TPT1 inhibitor – Candida albicans TPT1 enzyme inhibitors, primary screen, biochemical, fluorescence polarization; inhibition, % at 5 µM; 300,000 compounds, 0.81% hits; recombinant caTPT1, FP RNA substrate dephosphorylation; AID 1962, 2009; tRNA 2'-phosphotransferase TPT1 (Candida albicans SC5314);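 active = inhibition above the mean of all tested compounds plus 3 SD, set per screening campaign, cut at about 24% in these data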;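 also: plate controls were DMSO alone for no effect and ferristatin control at 100 nM for full effect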
procasp3 activ – activators of human procaspase-3 D3A mutant, primary screen, biochemical, absorbance, PC-3 D3A mutant, single concentration. recombinant procaspase-3 D3A, Ac-DEVD-pNA absorbance 405 nm. activation, % at 8.5 µM. 330,000 compounds, 0.11% hits;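 active = activation above the mean of all tested compounds plus 3 SD, cut at about 21% in these data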;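 also: 0% = DMSO alone and 100% = DMSO wells spiked with extra 5 µM PC-3 D3A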
Target sequence (P42574 whole entry D9A/D28A/D175A): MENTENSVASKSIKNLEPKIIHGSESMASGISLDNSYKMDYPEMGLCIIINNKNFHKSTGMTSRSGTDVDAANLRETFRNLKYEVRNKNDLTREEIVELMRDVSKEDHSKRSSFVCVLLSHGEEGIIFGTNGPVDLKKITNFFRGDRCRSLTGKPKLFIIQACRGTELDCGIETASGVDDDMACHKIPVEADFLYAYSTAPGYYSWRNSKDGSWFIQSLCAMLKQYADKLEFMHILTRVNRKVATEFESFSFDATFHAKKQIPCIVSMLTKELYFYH
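Test system: Procaspase-3 D3A mutant; medium: Zinc-free HEPES/NaCl buffer with 0.01% Triton X-100 at pH 7.4; reagent: DEVD-pNA substrate; doses: one concentration, 8.5 µM nominal, 0.8% DMSO; times: 1 h preincubation plus 2 h reaction at 25 °C; signal: Epi-absorbance at 405 nm of released p-nitroaniline, 0 and 120 min; replicates: singlicate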
HCV core dimer – inhibitors of HCV core protein dimerization, primary screen, biochemical, TR-FRET, high-throughput. TR-FRET GST/Flag-core106 dimerization, 1536-well. inhibition, % at 5 µM. 300,000 compounds, 0.33% hits;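 active = inhibition above the mean of all tested compounds plus 3 SD, set per screening campaign, cut at about 45% in these data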
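Assay system: GST-tagged and Flag-tagged HCV core protein residues 1-106 / Times: compound-protein-antibody incubation 4 h at 22.5 °C / Signal: time-resolved FRET, ex 340 nm, em 617 and 671 nm / Evaluation: % inhibition based on acceptor/donor emission ratio / Benchmarks: wells lacking GST-core106 and wells with excess unlabelled core106 / Repeats: singlicate, one well per compound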
JMJD2C inh – inhibitors of GASC-1 histone demethylase, primary screen, biochemical, fluorescence, DELFIA europium | Lysine-specific demethylase 4C (Homo sapiens), Q9H3R0 | inhibition, % at 2.35 µM | 330,000 compounds, 0.069% hits | GST-JMJD2C(1-420) H3K9me3 demethylation | AID 2099, 2009;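 active = more than half of a compound's replicate wells show inhibition beyond 50%, single wells judged on their own value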;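 also: signal counts dimethyl H3K9 product captured on neutravidin plate; 0% = median of DMSO wells and 100% = 0.3 times that DMSO median; strong numbers were not always called active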
PP5 primary – PP5 phosphatase inhibitors, primary screen, biochemical, fluorescence. Serine/threonine-protein phosphatase 5 (Homo sapiens), P53041. purified PP5c, OMFP substrate fluorescence. inhibition, % at 6.7 µM. 320,000 compounds, 0.18% hits;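 active = inhibition above the campaign's mean inhibition across all tested compounds plus 3 SD, cut at about 9.5% in these data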;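 also: 0% = DMSO only and 100% = 100 µM cantharidin control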
Target sequence (P53041 whole entry, looked up): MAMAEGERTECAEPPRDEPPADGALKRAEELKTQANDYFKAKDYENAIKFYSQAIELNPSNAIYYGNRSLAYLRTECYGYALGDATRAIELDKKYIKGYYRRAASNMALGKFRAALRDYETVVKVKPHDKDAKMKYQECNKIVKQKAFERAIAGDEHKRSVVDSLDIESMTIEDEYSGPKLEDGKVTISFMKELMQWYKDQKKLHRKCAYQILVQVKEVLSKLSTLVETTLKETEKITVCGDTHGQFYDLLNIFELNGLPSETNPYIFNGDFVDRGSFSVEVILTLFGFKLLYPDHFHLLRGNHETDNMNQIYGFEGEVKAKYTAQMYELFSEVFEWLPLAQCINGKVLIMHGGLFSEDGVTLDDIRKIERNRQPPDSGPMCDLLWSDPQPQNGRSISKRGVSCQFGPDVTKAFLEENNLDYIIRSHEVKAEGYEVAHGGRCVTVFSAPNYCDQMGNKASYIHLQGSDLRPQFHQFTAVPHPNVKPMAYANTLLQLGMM
procasp7 counter – procaspase-7 activators, primary screen, counter-screen for procaspase-3 activator project, biochemical, absorbance, HTS, human; AID 463210, 2010; Caspase-7 (Homo sapiens), P55210; recombinant procaspase-7, Ac-DEVD-pNA absorbance 405 nm; D23A/D198A/D206A triple mutant, cannot self-cleave; scale: DMSO 0, 5 µM enzyme 100; 330,000 compounds, 0.093% hits; activation, % at 8.5 µM;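 active = percent activation above the screen-wide mean plus 3 SD, cut at about 25% in these data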
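System: Procaspase-7 triple mutant (PC-7 D3A); measure: % activation from two-timepoint absorbance difference, scaled to controls; times: 1 h compound preincubation, 2 h substrate cleavage, 25 °C; also added: Ac-DEVD-pNA substrate, 400 µM as added; measured by: Epi-absorbance of released pNA at 405 nm, two timepoints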
Fh CTSL1 inh – Fasciola hepatica cathepsin L1 inhibitors, primary screen, counter-screen for PFM18AAP inhibitor project, biochemical, QFRET, fluorogenic peptide substrate; recombinant F. hepatica cathepsin L1, Z-Leu-Arg-MCA fluorescence; 300,000 compounds, 0.49% hits; AID 1906, 2009; inhibition, % at 5.96 µM;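 active = inhibition above the mean of all tested compounds plus 3 SD, set per screening campaign, cut at about 17% in these data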;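 also: 0% = plate median of test compound wells and 100% = 1 µM Z-Phe-Ala-diazomethylketone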
Efflux pump mplx – inhibitors of Candida efflux pumps in yeast, primary screen, S. cerevisiae, Nile Red, multiplex | inhibition, % at 10 µM | S. cerevisiae Candida pump triplex | 330,000 compounds, 0.44% hits | AID 485275, 2010;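 active = plate passing quality check with inhibition over a set limit, or well fluorescence over plate mean plus 4 SD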;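 also: Nile Red retained in pooled yeast measured as flow cytometry median fluorescence; 0% = buffer negative control and 100% = Enniatin B positive control; higher means more Nile Red kept so more efflux inhibition; some compounds called inactive have numbers as strong as hits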
An asterisk follows results filed as active; & = joins results of further samples.

`COc1ccccc1CNC(=O)C1CCN(S(=O)(=O)c2ccc3nc4c(c(C(=O)O)c3c2)CCCC4)CC1` gave PP1 inh -4, TPT1 inhibitor 3, procasp3 activ 2, HCV core dimer 5, JMJD2C inh 18, PP5 primary 3.5, procasp7 counter 0, Fh CTSL1 inh -2 and Efflux pump mplx -0.1.
CCCn1c2ccccc2c2cnn(CC(=O)N(CC)CC)c(=O)c21 was read as PP1 inh 2, TPT1 inhibitor 1, procasp3 activ 2, HCV core dimer -2, JMJD2C inh 7, PP5 primary 2.3, procasp7 counter 0, Fh CTSL1 inh -3 and Efflux pump mplx 0.1.
Cc1ccc(S(=O)(=O)N2CCC(=O)N(C(COCc3cccc(C)c3)C(C)C)CC2)cc1 (configuration not stated) was read as PP1 inh 6, TPT1 inhibitor -3, procasp3 activ 4, HCV core dimer 5, JMJD2C inh 6, PP5 primary 4.2, procasp7 counter 11, Fh CTSL1 inh 0 and Efflux pump mplx -0.1.
Screening CSCCC(NS(=O)(=O)c1ccc(C)cc1)C(=O)NCCc1c[nH]c2ccccc12 (configuration not stated) returned PP1 inh 3, TPT1 inhibitor -4, procasp3 activ 9, HCV core dimer -3, JMJD2C inh 1, PP5 primary 3.5, procasp7 counter 0, Fh CTSL1 inh -1 and Efflux pump mplx 0.1.
COc1ccc(C(=O)Nc2cc(C(F)(F)F)ccc2-n2cncn2)cc1 was read as PP1 inh 0, TPT1 inhibitor 10, procasp3 activ 0, HCV core dimer -2, JMJD2C inh -10, PP5 primary 3.6, procasp7 counter -3, Fh CTSL1 inh -1 and Efflux pump mplx 0.4.
`Clc1cc(Cl)cc(Nc2ncn[nH]2)c1` gave PP1 inh -1, TPT1 inhibitor -3, procasp3 activ -6, HCV core dimer 2, JMJD2C inh -1, PP5 primary -3.0, procasp7 counter 7, Fh CTSL1 inh 0 and Efflux pump mplx -0.1.
`NCC(=O)CCC(=O)O` gave PP1 inh -5, TPT1 inhibitor 1, procasp3 activ -1, HCV core dimer -4, JMJD2C inh -21, PP5 primary 0.1, procasp7 counter -12, Fh CTSL1 inh -2 and Efflux pump mplx 0.0.
Screening CCC1=C(OC(=O)N(CC)CC)N2C(=O)OC(=NCc3ccccc3)[C@]2(C)[C@H]2C1=CC[C@H]1C(=O)NC(=O)[C@H]12 returned PP1 inh 3, TPT1 inhibitor 3, procasp3 activ 3, HCV core dimer 7, JMJD2C inh 11, PP5 primary 0.7, procasp7 counter 15, Fh CTSL1 inh 0 and Efflux pump mplx 0.0.
Screening COc1ccccc1C1NC(=O)NC(C)=C1C(=O)OC1CCC(C)CC1 (configuration not stated) returned PP1 inh 2, TPT1 inhibitor 2, procasp3 activ -2, HCV core dimer -1, JMJD2C inh -6, PP5 primary 5.0, procasp7 counter 1, Fh CTSL1 inh 0 and Efflux pump mplx 0.6.
For COc1ccc(CCNC(=O)C2(C)CCC(=O)N2Cc2ccc3c(c2)OCO3)cc1OC (configuration not stated) the results were PP1 inh -4, TPT1 inhibitor 10, procasp3 activ 0, HCV core dimer 9, JMJD2C inh -8&7, PP5 primary 1.7, procasp7 counter -8, Fh CTSL1 inh 0 and Efflux pump mplx -0.1.
For O=C(CSc1nc2scc(-c3ccco3)c2c(=O)n1-c1ccccc1)NCC1CCCO1 (configuration not stated) the results were PP1 inh 7, TPT1 inhibitor -1, procasp3 activ 1, HCV core dimer 14, JMJD2C inh 4, PP5 primary 2.7, procasp7 counter -10, Fh CTSL1 inh 4 and Efflux pump mplx 0.0.
`COc1cc(C(=O)N2CCc3ccccc32)cc(OC)c1OC` gave PP1 inh 1, TPT1 inhibitor -1, procasp3 activ 5, HCV core dimer 0, JMJD2C inh -10, PP5 primary 3.8, procasp7 counter -2, Fh CTSL1 inh -2 and Efflux pump mplx 0.0.
CC(C)(C)NC(=O)Cn1nnc(-c2ccccc2NC(=O)c2ccco2)n1 was read as PP1 inh -2, TPT1 inhibitor 5, procasp3 activ 2, HCV core dimer 1, JMJD2C inh 29, PP5 primary 0.8, procasp7 counter -6, Fh CTSL1 inh -1 and Efflux pump mplx 0.0.
CCOc1ccc(C(=O)NNC(=O)CCNC(=O)c2ccco2)cc1OC was read as PP1 inh -6, TPT1 inhibitor -3, procasp3 activ 12, HCV core dimer 1, JMJD2C inh 0, PP5 primary -0.5, procasp7 counter 1, Fh CTSL1 inh -20 and Efflux pump mplx 0.0.
Screening Cc1cc(=O)c(C(=O)O)nn1-c1ccccc1[N+](=O)[O-] returned PP1 inh 1, TPT1 inhibitor -3, procasp3 activ 10, HCV core dimer 3, JMJD2C inh -7, PP5 primary 1.4, procasp7 counter 4, Fh CTSL1 inh 0 and Efflux pump mplx -0.1.
CCn1c(SCC(=O)Nc2nccs2)nnc1-c1cccnc1 was read as PP1 inh 0, TPT1 inhibitor -4, procasp3 activ 3, HCV core dimer -7, JMJD2C inh inactive, PP5 primary 1.0, procasp7 counter -1, Fh CTSL1 inh 0 and Efflux pump mplx 0.0.
COc1ccc(OC)c(N2C(=NC(=O)C3CCCCC3)SC3CS(=O)(=O)CC32)c1 (configuration not stated) was read as PP1 inh -2, TPT1 inhibitor -1, procasp3 activ -8, HCV core dimer -1, JMJD2C inh -6, PP5 primary 1.4, procasp7 counter -5, Fh CTSL1 inh 1 and Efflux pump mplx 0.0.
For COc1ccc(/C=N/NC(=O)c2cnccn2)c(OC)c1OC the results were PP1 inh -2, TPT1 inhibitor 0, procasp3 activ -2, HCV core dimer -1, JMJD2C inh -2, PP5 primary -1.3, procasp7 counter 7, Fh CTSL1 inh 4 and Efflux pump mplx -0.1.
COc1cc(CN2CCC(C(=O)N3CCN(c4ccccc4F)CC3)CC2)ccc1O was read as PP1 inh -3, TPT1 inhibitor -2, procasp3 activ -11, HCV core dimer 0, JMJD2C inh -6&-9, PP5 primary -1.1, procasp7 counter 8, Fh CTSL1 inh 2 and Efflux pump mplx -0.1.
`Cc1ccc(CNC(=O)c2nn(C)c(C)c2[N+](=O)[O-])cc1` gave PP1 inh -2, TPT1 inhibitor -3, procasp3 activ 1, HCV core dimer -4, JMJD2C inh -1, PP5 primary -1.2, procasp7 counter -6, Fh CTSL1 inh 3 and Efflux pump mplx -0.3.
Screening COc1ccc2cc(C3CC(c4cccs4)=NN3S(C)(=O)=O)c(Cl)nc2c1 (configuration not stated) returned PP1 inh 2, TPT1 inhibitor 3, procasp3 activ -1, HCV core dimer 2, JMJD2C inh -2, PP5 primary 5.8, procasp7 counter 2, Fh CTSL1 inh 2 and Efflux pump mplx 0.1.
Screening CCOC(=O)c1c(C)[nH]c(C(C)=NNC(=O)c2cccs2)c1C returned procasp3 activ 4, JMJD2C inh 5, procasp7 counter 0 and Efflux pump mplx -0.4.
`Cc1[nH]n(C(N)=S)c(=O)c1N=Nc1ccc(Cl)cc1Cl` gave PP1 inh 2, TPT1 inhibitor 2, procasp3 activ -3, HCV core dimer -7, JMJD2C inh 12, PP5 primary 0.6, procasp7 counter -4, Fh CTSL1 inh 6 and Efflux pump mplx 0.0.
`CCOc1cccc2c1OC1(C)CC2NC(=O)N1c1ccc(OC)cc1` (configuration not stated) gave PP1 inh 0, TPT1 inhibitor -2, procasp3 activ 0, HCV core dimer 2, JMJD2C inh -1, PP5 primary -1.2, procasp7 counter 1, Fh CTSL1 inh -4 and Efflux pump mplx 0.1.
For Cc1ccc(Cn2cnc3sc4c(c3c2=O)CCC4)c(C)c1 the results were PP1 inh -1, TPT1 inhibitor 3, procasp3 activ 0, HCV core dimer 7, JMJD2C inh -2, PP5 primary 2.9, procasp7 counter -1, Fh CTSL1 inh -3 and Efflux pump mplx 0.1.
Screening O=C(Nc1nnc(C2CC2)s1)C1Cc2ccccc2CN1S(=O)(=O)c1cccs1 (configuration not stated) returned PP1 inh 10, TPT1 inhibitor 3, procasp3 activ -2, HCV core dimer 67*, JMJD2C inh -12, PP5 primary -0.7, procasp7 counter -10, Fh CTSL1 inh -4 and Efflux pump mplx 0.1.
Screening Cc1[nH][nH]c(=O)c1C=NCc1cccs1 returned PP1 inh -5, TPT1 inhibitor 2, procasp3 activ 11, HCV core dimer 6, JMJD2C inh 2, PP5 primary 2.0, procasp7 counter 14, Fh CTSL1 inh -4 and Efflux pump mplx 0.0.
`Cc1cccc(NC(=O)Nc2cccc(C#N)c2)n1` gave PP1 inh 1, TPT1 inhibitor -2, procasp3 activ 10, HCV core dimer 3, JMJD2C inh 3, PP5 primary 2.0, procasp7 counter -3, Fh CTSL1 inh -1 and Efflux pump mplx -0.1.
`CN1C(=O)[C@@H]2[C@H](C1=O)[C@@H]1C(=O)Nc3ccccc3C(=O)N1[C@@H]2c1ccc(Br)cc1` gave PP1 inh -6, TPT1 inhibitor -2, procasp3 activ 0, HCV core dimer 4, JMJD2C inh 1, PP5 primary -1.4, procasp7 counter -4, Fh CTSL1 inh 2 and Efflux pump mplx -0.1.
Screening Nc1nc(Nc2ccccc2Cl)cc(=O)[nH]1 returned PP1 inh 1, TPT1 inhibitor 0, procasp3 activ 6, HCV core dimer 7, JMJD2C inh -15, PP5 primary -0.7, procasp7 counter -4, Fh CTSL1 inh 5 and Efflux pump mplx 0.0.
Screening Cc1ccc(NC(=O)c2oc3ccccc3c2C)c([N+](=O)[O-])c1 returned PP1 inh -15, TPT1 inhibitor 2, procasp3 activ -9, HCV core dimer -2, JMJD2C inh 8, PP5 primary -0.2, procasp7 counter 6, Fh CTSL1 inh -2 and Efflux pump mplx 0.1.
For COc1ccccc1OCc1nnc(SCC(=O)NCc2ccco2)n1Cc1ccco1 the results were PP1 inh 0, TPT1 inhibitor 8, procasp3 activ -4, HCV core dimer 9, JMJD2C inh 6, PP5 primary -0.4, procasp7 counter -14, Fh CTSL1 inh 3 and Efflux pump mplx 0.1.
Cc1cccc(-n2c(-c3ccco3)n[nH]c2=S)c1 was read as PP1 inh -2, TPT1 inhibitor -4, procasp3 activ 2, HCV core dimer -8, JMJD2C inh 5, PP5 primary 3.6, procasp7 counter -17, Fh CTSL1 inh 0 and Efflux pump mplx -0.3.
